APEX1 inh: blocks human APE1 abasic DNA cleavage; AID 2517; P27695; 350,000 tested, 0.35% active; Potency, µM (doses to about 65.8 µM), for the others: at the top dose activity change, negative = inhibition, actives largely listed as inhibitors; recombinant APE1, TAMRA/BHQ-2 abasic DNA cleavage fluorescence;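 further: potency means the concentration at half of the fitted maximal effect; plate controls were vehicle for no effect and reference inhibitor for full effect; nearly all actives have a fitted effect of over 55% in size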
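Activity was derived from the fluorescence gain between first and third kinetic reads (60 s intervals, ex 525/em 598 nm) after 50 nM THF-abasic TAMRA/BHQ-2 duplex was added to 0.75 nM APE1 preincubated 15 min with compound.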
BLM inh: blocks DNA unwinding by human BLM helicase; recombinant BLM DNA unwinding, fluorescence dequenching; 350,000 tested, 0.2% active; P54132; Potency, µM (top dose mostly 56.1 µM), inactives show at the highest dose activity change, negative = inhibition, most hits filed as inhibitors;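 further: potency means the concentration at half of the fitted maximal effect; plate controls were vehicle for no effect and no enzyme for full effect; nearly all actives have a fitted effect of over 35% in size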
Target sequence (P54132 whole entry, looked up): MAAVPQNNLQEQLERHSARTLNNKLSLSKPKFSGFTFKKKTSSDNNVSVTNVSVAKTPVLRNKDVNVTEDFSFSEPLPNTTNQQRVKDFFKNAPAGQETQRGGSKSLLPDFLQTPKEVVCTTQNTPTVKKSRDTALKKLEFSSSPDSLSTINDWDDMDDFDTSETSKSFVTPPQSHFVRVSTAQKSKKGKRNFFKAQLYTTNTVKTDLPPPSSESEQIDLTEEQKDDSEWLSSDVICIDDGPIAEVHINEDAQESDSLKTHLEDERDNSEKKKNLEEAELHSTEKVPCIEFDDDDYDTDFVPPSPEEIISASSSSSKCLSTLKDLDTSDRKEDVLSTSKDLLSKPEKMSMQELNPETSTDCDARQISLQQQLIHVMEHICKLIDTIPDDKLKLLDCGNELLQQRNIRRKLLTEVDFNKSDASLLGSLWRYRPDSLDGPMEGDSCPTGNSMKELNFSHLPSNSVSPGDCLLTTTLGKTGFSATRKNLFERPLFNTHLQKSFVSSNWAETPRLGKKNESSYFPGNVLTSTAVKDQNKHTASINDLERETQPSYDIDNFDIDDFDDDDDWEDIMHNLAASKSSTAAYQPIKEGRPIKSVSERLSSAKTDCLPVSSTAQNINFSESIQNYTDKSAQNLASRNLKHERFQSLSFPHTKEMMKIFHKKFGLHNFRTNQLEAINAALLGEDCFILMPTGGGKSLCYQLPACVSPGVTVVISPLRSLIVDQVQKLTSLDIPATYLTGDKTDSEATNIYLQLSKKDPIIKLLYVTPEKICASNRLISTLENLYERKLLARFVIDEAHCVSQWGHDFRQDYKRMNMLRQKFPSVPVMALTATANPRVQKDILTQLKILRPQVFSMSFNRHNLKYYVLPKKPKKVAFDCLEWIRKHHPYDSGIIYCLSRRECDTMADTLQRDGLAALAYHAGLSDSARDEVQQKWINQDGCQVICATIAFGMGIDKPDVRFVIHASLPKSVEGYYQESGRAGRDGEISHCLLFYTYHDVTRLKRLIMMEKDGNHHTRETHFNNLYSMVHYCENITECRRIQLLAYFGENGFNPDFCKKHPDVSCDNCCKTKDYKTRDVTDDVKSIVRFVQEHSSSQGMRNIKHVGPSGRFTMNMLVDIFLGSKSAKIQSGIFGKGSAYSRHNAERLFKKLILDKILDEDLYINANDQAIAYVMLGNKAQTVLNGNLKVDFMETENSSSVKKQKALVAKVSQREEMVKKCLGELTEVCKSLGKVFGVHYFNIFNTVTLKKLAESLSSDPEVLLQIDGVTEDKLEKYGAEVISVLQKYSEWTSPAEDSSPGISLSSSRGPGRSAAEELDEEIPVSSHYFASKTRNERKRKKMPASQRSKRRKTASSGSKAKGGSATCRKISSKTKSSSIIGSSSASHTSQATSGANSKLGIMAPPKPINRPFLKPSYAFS
Pol iota inh: DNA polymerase iota (human) inhibition | Q9UNA4 | Pol iota fluorescent replication assay, 10 min | Potency, µM (top dose mostly 115 µM), for the others: top-dose activity, negative = inhibition, usual class: inhibitors | 390,000 tested, 1% active | AID 588590; further: potency means the concentration at half of the fitted maximal effect
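Pol iota at 10 nM preincubated 15 min with compounds at room temperature; reaction started with fluorescent substrate, 50 nM final. Fluorescence read kinetically at 0 and 10 min; buffer-only wells as negative control.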
Apoferritin bind: candidate novel general anesthetic via apoferritin binding | P02791 | Potency, µM (doses to about 77.5 µM), without a hit: at the highest dose activity change, negative = displacement, hits mostly inhibitors | apoferritin/1-aminoanthracene competitive binding, fluorescence | 350,000 tested, 0.074% active; further: potency means the concentration at half of the fitted maximal effect; on the % scale 0 is the no-effect control and ±100 the full control effect; nearly all actives have a fitted effect of over 20% in size
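Apoferritin-based anesthetic binding model; compound displacement of fluorescent 1-AMA measured as endpoint fluorescence after 10 minutes at room temperature, scaled to free-ligand and complex controls.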
ERG Ets-DNA blk: inhibitors of human ERG Ets domain-DNA interaction; Potency, µM (highest dose often 76.9 µM), for the others: top-dose FP activity, negative = inhibition, most hits filed as inhibitors; fluorescence polarization, His-ERG Ets domain / labelled DNA; AID 624246; P11308; 370,000 tested, 0.028% active; active means well fitted inhibition curve with a large enough effect in the polarisation, with a control signal flat; inconclusive means small, poorly fitted or top-dose-only effect, or effect the other way, or a change in a side signal; inactive means no such curve, though single readings can be large or run the other way; the % refers to the polarisation;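 further: polarization taken with two DNA probes labelled with fluorescein and Texas red; potency means the concentration at half of the fitted maximal effect; % of control where 0% means no effect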
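His-tagged ERG Ets domain (1 uM in the protein solution; 300mM KCl, 50mM Tris-HCl, 1mM EDTA, 1mM DTT, pH 7.5) received compound, then a probe mix of 5 nM fluorescein-DNA and 100nM Texas-615-DNA. Fluorescence polarization was read for both dyes.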
TRHR agonist: agonists of human TRH receptor | P34981 | TRHR cells, calcium flux fluo-8, FDSS agonist mode | activation, % at 2 µM | 360,000 tested, 0.18% active; in the data active means activation above about 30%; further: 0% is about no effect
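Steps: seed TRHR cells overnight; add fluo-8 no-wash Ca dye, RT 30 min–1.5 h; record 10 s baseline; pin-transfer compounds; monitor fluorescence 1 cycle/s for the agonist window. Calcium increases flag candidate agonists.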
POLK inh: DNA polymerase kappa (human) inhibition; AID 588579; purified Pol kappa, fluorescent DNA synthesis assay, 10 min; 400,000 tested, 0.53% active; Potency, µM (highest dose often 107 µM), for inactives: at the highest dose activity, negative = inhibition, usual class: inhibitors; further: potency means the concentration at half of the fitted maximal effect; on the % scale 0 is the no-effect control and ±100 the full control effect
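Kinetic fluorescence screen: compound preincubated 15 min RT with 10 nM enzyme; 50 nM substrate (final) initiates; reads at 0/10 min.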
12-LOX inh: inhibitors of human 12S-lipoxygenase ALOX12 | P18054 | purified 12hLO, xylenol orange hydroperoxide absorbance | Potency, µM (titrated, usually from 108 µM), inactives show top-dose activity change, negative = inhibition, most hits filed as inhibitors | 580,000 tested, 1.1% active; further: potency means the concentration at half of the fitted maximal effect; on the % scale 0 is the no-effect control and ±100 the full control effect
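Purified human 12hLO at 150 nM in 25 mM Hepes, 0.01% Triton X-100, pH 7.0, preincubated 15 min at room temperature with compound. Reaction started with 40 uM arachidonic acid, 30 min at room temperature. Hydroperoxide measured by Fe-xylenol orange, 573/405 nm absorbance ratio.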
Pol beta inh: blocks human DNA polymerase beta activity; Pol beta primer extension/strand displacement, fluorescence kinetic; Potency, µM (doses to about 114 µM), for inactives: at the top dose activity change, negative = inhibition, most hits filed as inhibitors; 340,000 tested, 1.3% active; AID 485314; further: potency means the concentration at half of the fitted maximal effect; on the % scale 0 is the no-effect control and ±100 the full control effect
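10 nM enzyme + cpd, 15 min RT; start with substrate 50 nM final; read 0 min and after 10 min RT. Corrected, normalized data; 4-parameter Hill curve fit.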
Active calls of the source: *; ? = inconclusive; . = no result given; & = joins results of further samples; [ ] = remark or other dose. Unless noted, the call rests on the fitted dose curve; in most records, active means well fitted curve in the direction sought with a large enough effect; inconclusive means small, poorly fitted or top-dose-only effect, or another doubt; inactive means no such curve, though single readings can be large; an effect the other way counts as inactive or inconclusive. A portion of the library. The share of hits here may be higher or lower than overall.

SMILES	APEX1 inh	BLM inh	Pol iota inh	Apoferritin bind	ERG Ets-DNA blk	TRHR agonist	POLK inh	12-LOX inh	Pol beta inh
CCOC(=O)c1c(C)oc2ccc(N(C(=O)Oc3ccccc3)S(=O)(=O)c3ccccc3)cc12	.	-6%	-27%	-7%	-4%	0.8	-44%	-16%	5%
O=C(Nc1ncn[nH]1)C(F)(F)C(F)F	-2%	2%	?	-9%	-6%	0.3	-1%	0%	36%
Cc1ccc(OCC(=O)Nc2cc(S(=O)(=O)N3CCCCC3)ccc2N2CCN(C)CC2)c(C)c1	-11%	.	-9%	.	-10%	0.6	-1%	-24%	.
CCCC(O)(CCC)C(=O)NN(C(=O)CCl)c1cccc(C)c1	1%	-6%	0%	-9%	2%	0.2	-5%	-20%	3%
COc1ccc(-n2cnnc2SCC(=O)Nc2cccc([N+](=O)[O-])c2)cc1	0%	-1%	34%[activator]	-6%	4%	-0.1	1%	-11%	6%
Cc1ccc(NC(=O)NCc2cccn2Cc2ccccc2)c(C)c1	.	0%	-1%	0%	3%	0.3	-13%	-4%	4%
C=CCc1ccccc1OCC(=O)N/N=C/c1ccccc1OCC	15%	-2%	51%[activator]	-2%	9%	-0.3	-12%	-22%	-11%
CCOc1ccc(-c2nc(C#N)c(NCC(C)C)o2)cc1	1%	-6%	-5%	-19%	8%	-1.2	-10%	?	-3%
COc1c(Cl)cc(Cl)cc1C(=O)Nc1ccc(C(=O)O)cc1	6%	-11%	3%	-5%	2%	-0.2	1%	-17%	69%
Cn1c(=O)n(C)c2cc(NS(=O)(=O)c3ccc(F)cc3)c(NCc3ccccc3)cc21	.	-3%	-4%	-5%	6%	-1.2	-10%	-75%	-22%
Cc1nc(-c2nnc(SCC(=O)Nc3ccc(C(F)(F)F)cc3)n2C)cs1	14%	-1%	164%[activator]	11%	-1%	-0.1	-5%	104%[activator]	24%
CC(C)(C)c1ccc(-c2nc(SCCOc3ccc(Cl)cc3)n3[nH]c(=O)cc3n2)cc1	.	-14%	11%	?	2%	-0.9	-19%	0%	?
CC(C)c1ccc(/C=N/NC(=O)c2cccc(Cl)c2)cc1	0%	2%	4%	-18%	5%	0.1	-7%	16%	4%
Cc1ccccc1N(C(=O)CNC(=O)c1ccco1)C(C(=O)NC1CCCC1)c1ccncc1 (stereo not drawn)	-17%	2%	29%	8%	-1%	0.3	-1%	33%[activator]	34%
Cc1ccccc1N1C(=O)c2ccccc2N2C(=O)c3ccccc3C12 (stereo not drawn)	-1%	4%	3%	-22%	-6%	-0.4	2%	0%	0%

3 entries picked at random from those above:
SMILES	APEX1 inh	BLM inh	Pol iota inh	Apoferritin bind	ERG Ets-DNA blk	TRHR agonist	POLK inh	12-LOX inh	Pol beta inh
O=C(Nc1ncn[nH]1)C(F)(F)C(F)F	-2%	2%	?	-9%	-6%	0.3	-1%	0%	36%
Cc1ccc(OCC(=O)Nc2cc(S(=O)(=O)N3CCCCC3)ccc2N2CCN(C)CC2)c(C)c1	-11%	.	-9%	.	-10%	0.6	-1%	-24%	.
CCCC(O)(CCC)C(=O)NN(C(=O)CCl)c1cccc(C)c1	1%	-6%	0%	-9%	2%	0.2	-5%	-20%	3%

New compounds follow
SMILES	APEX1 inh	BLM inh	Pol iota inh	Apoferritin bind	ERG Ets-DNA blk	TRHR agonist	POLK inh	12-LOX inh	Pol beta inh
COc1ccccc1/C=C1\SC(=O)N(CC(=O)N(C)C2CCS(=O)(=O)C2)C1=O (stereo not drawn)	25%	-2%	-6%	-14%	0%	-0.2	4%	-7%	21%
O=C(/C=C/c1cccc2ccccc12)NCCC1=CCCCC1	1%	-1%	23%	-23%	-2%	0.5	-13%	0%	7%
CCc1c(C)nc2[nH]nc(NC(=O)C(F)(F)F)n2c1=O	-1%	1%	-19%	-9%	.	0.0	-17%	15%	5%
CNC(=O)c1ccc2snnc2c1	4%	-5%	35%[activator]	-3%	1%	-1.1	9%	29%	12%
CC(C)(C)c1ccc(S(=O)(=O)NCc2ccc3c(c2)CCN3C(=O)c2ccccc2)cc1	.	-6%	-1%	42%[activator]	0%	0.1	-16%[60.1 µM]	0%	7%
CCN1CCN(c2ncnc3sc4c(c23)CCC(C)C4)CC1 (stereo not drawn)	-6%	4%	5%	9%	7%	1.2	-1%	?	11%
COc1ccc(CC(=O)N2CCc3cc(OC)c(OC)cc3C2COc2ccc(F)cc2)cc1OC (stereo not drawn)	.	-5%	27%	-7%	4%	-0.1	-16%[60.1 µM]	8%	2%
CCOC(=O)C1=C(C(F)(F)F)Nc2ncnn2C1c1cccc(OC)c1OC (stereo not drawn)	1%	1%&3%	-12%&8%	-8%&-1%	-1%&-1%	-0.5&-0.1	-5%[60.1 µM]	-21%&-16%	1%&-2%
COc1ccc(-c2cc(C(F)(F)F)n3nc(C(=O)NCC45CC6CC(CC(C6)C4)C5)cc3n2)cc1OC	.	-2%	-4%	55%[activator]	10%	-2.8	-15%	-22%	3%
CCC1=C(OC(=O)N(CC)CC)N2C(=O)OC(=NCCc3c[nH]c4ccccc34)[C@]2(C)[C@H]2C1=CC[C@H]1C(=O)N(CC)C(=O)[C@H]12	-7%&-4%	-4%&-8%	44%[activator]	-10%&-10%	14%	-0.3	7%	?	-2%
CNc1nc(NC)nc(-n2c(C(F)(F)F)nc3ccccc32)n1	-3%	-1%	28%	-9%	-10%	-0.1	-2%	-27%	-1%
COc1ccccc1NC(=O)Nc1nnc(CC(=O)Nc2ccccc2)s1	-4%	-3%	.	-4%	.	1.0	.	-46%&89%	2%
Cc1ccc(CSc2nc3ccccc3c3nc(CCn4c(C)nc5ccccc54)nn23)cc1	.	0%	8%	-7%	-4%	-0.1	-2%[60.1 µM]	-14%	-2%
Cc1ccc(C(=O)NCCN2C3=NC[C@H](Cc4ccc(O)cc4)N3C[C@H]2Cc2ccc(O)cc2)cc1Br	17%	-3%	?	2%	6%	-0.9	-11%	?	2%
Cc1ccccc1NC(=O)NNC(=O)CCc1ccccc1	1%	-2%	26%	-7%	-2%	0.3	-5%	197%[activator]	?
Cc1oc2ccc(O)cc2c1C(=O)c1ccc(Br)cc1	.	.	-12%[58.9 µM]	.	-2%	.	-15%	119%[activator]	.
Cc1ccc(C)c(S(=O)(=O)Nc2ccc(C(=O)N3CC(C)OC(C)C3)cc2)c1 (stereo not drawn)	18%	.	50%[activator]	.	-7%	0.0	5%	11%	.
COc1ccc(Cl)cc1S(=O)(=O)NCc1ccncc1	9%	-1%	-7%	-4%	10%	1.0	-11%	393%[activator]	-3%
CCOc1ccccc1-c1nc(CN2CCCN(C(=O)c3ccco3)CC2)c(C)o1	14%	-3%	14%	-4%	6%	-0.8	-5%	-4%	3%
O=C(Cc1ccc(Br)cc1)N/N=C/c1cccnc1	36%	0%	-10%	?	-4%	-1.7	2%	0%	-5%
CCOC(=O)c1ccc(NC(=O)N2CCN(C(=O)C3CCCO3)CC2)cc1 (stereo not drawn)	13%	0%	24%	-3%	-10%	0.8	-11%	0%	-2%
Cc1cccn2c(=O)c(C=O)c(N3CCN(c4ccc(F)cc4)CC3)nc12	-3%	-1%	29%	-16%	-7%	-0.7	-3%[60.1 µM]	-21%	-29%
Cc1ccc2c(c1)c1c(n2CC(O)Cn2c(C)nc3ccccc32)/C(=N\O)CCC1 (stereo not drawn)	-7%	-12%	-3%	-9%	-10%	0.9	-18%	.	-26%
COc1cccc(OCCOc2ccccc2[N+](=O)[O-])c1	.	.	13%	.	-10%	.	-10%	-13%	.
NC(=O)c1ccsc1NC(=O)CS(=O)(=O)c1ccc(F)cc1	-6%	.	3%	.	5%	0.2	-3%	10%	.
Cc1nn(C)c(C(=O)Nc2ccn(C34CC5CC(CC(C5)C3)C4)n2)c1[N+](=O)[O-]	-10%	-2%	-8%	?	5%	0.3	-17%	18%	20%
CCOC(=O)C1CCN(C(=O)c2ccccc2NS(=O)(=O)c2ccc(C)cc2)CC1	35%	2%	15%	-14%	-9%	-0.4	1%	32%[activator]	0%
Cc1cccc(C)c1NC(=O)C1CC2CCC1C2 (stereo not drawn)	.	.	10%	.	-4%	.	-19%	196%[activator]	.
COc1ccc([C@@H]2CC=C(C(=O)O)[C@H](c3ccc(Br)cc3)N2S(=O)(=O)c2ccccc2C)cc1	2%	.	7%	.	9%	.	-19%	?	.
Cc1csc(NC(=O)c2cnc3ccccc3n2)n1	15%	-4%	19%	-17%	5%	-0.9	-19%	-11%	27%
O=C(NCCc1ccccc1)c1ccc(NC(=O)C2CC2)cc1	.	.	23%	.	-2%	.	-1%	?	.
COc1ccc(/C=N\NC(=S)SCN2C(=O)C3CCC(C)(C2=O)C3(C)C)cc1 (stereo not drawn)	.	.	19%	.	3%	.	-22%	-12%	.
COc1cccc(/C=C/C(=O)NCc2ccc(S(N)(=O)=O)cc2)c1	0%	-4%	-7%	-11%	-10%	0.1	-1%	2%	-29%
COc1ccc(C(=O)NC2CCCN(Cc3ccccc3F)C2)c(OC)c1OC (stereo not drawn)	30%	-13%	16%	-17%	4%	-1.5	7%	0%	49%
CCCc1nc(C)c2c(=O)[nH]c(-c3cc(S(=O)(=O)N4CCN(CC)CC4)ccc3OCC)nn12	.	0%	1%	.	7%	.	2%[19.4 µM]	?	.
CC1CC(C)CN(CC(=O)N2CCc3[nH]c4ccccc4c3C2)C1 (stereo not drawn)	-7%	1%	16%	1%	0%	-0.5	-19%	-15%	1%
CN1CCN(c2ccc(-c3nc(-c4ccccc4)no3)cc2[N+](=O)[O-])CC1	.	-3%	11%	-15%	0%	0.3	-10%	0%	20%
O=C(Cn1c(-c2cccs2)cc2ccccc21)NCCCN1CCN(c2cccc(Cl)c2)CC1	.	-8%	5%	6%	4%	0.8	-15%	-3%	3%
CCN(CC(=O)Nc1ccc(NC(C)=O)cc1)C(=O)c1ccc(N2C(=O)c3ccccc3C2=O)cc1	.	.	28%	.	2%	.	7%	375%[activator]	.
